Compound activity from PubChem.
D1 potentiator: human D1 dopamine receptor positive modulation; P21728; HEK293 TREx D1 cells, calcium flux, dopamine EC20 potentiation; potentiation, % at 10 µM; actives 0.036% (n = 360,000); in the data active = potentiation above about 30%; also: 0% is about no effect
D1 ag: human D1 receptor agonism; P21728; actives 1% (n = 360,000); HEK293 T-REx D1 cells, calcium flux, agonist mode; activation, % at 2 µM; also: 0% is about no effect
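Agonism was scored from calcium flux recorded over 180 s (1 read/s) after pintool compound addition, following a 10-cycle baseline. Cells were inducible force-coupled HEK293 TREx D1, plated overnight at 30 C and loaded with no-wash calcium dye.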
D2 antagonist: antagonizes the human D2 dopamine receptor; P14416; HEK293 TREx D2 cells, calcium flux, dopamine EC80; inhibition, % at 10 µM; actives 2% (n = 340,000); AID 485344; in the data active = inhibition above about 30%; also: 0% is about no effect
Target sequence (P14416 whole entry, looked up): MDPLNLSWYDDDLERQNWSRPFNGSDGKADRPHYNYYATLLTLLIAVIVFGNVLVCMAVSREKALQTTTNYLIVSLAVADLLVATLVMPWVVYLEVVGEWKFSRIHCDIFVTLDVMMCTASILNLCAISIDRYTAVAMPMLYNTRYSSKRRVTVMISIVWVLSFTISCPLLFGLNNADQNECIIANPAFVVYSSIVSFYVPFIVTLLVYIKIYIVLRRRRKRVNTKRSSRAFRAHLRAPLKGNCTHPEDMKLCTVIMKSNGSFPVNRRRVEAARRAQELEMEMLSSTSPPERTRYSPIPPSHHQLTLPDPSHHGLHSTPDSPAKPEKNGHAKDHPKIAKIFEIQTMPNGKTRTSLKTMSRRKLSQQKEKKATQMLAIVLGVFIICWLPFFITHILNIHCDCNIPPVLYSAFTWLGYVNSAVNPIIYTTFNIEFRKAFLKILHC
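Calcium flux kinetic readout in an inducible HEK293 TREx D2 line plated overnight at 30 C. After 180 s compound exposure, an EC80 dopamine challenge follows with another 180 s kinetic read to detect antagonism.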
D2 agonist: activates the human D2 dopamine receptor. actives 0.53% (n = 340,000). activation, % at 2 µM. P14416. HEK293 T-REx D2 cells, calcium flux agonist mode;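 active = activation over 3 SD above normal in the single-dose calcium agonist read, cut at about 30% in these data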; also: 0% is about no effect
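HEK293 Trex D2 cells, tetracycline-induced, o/n 30 C 5% CO2; no-wash Ca dye, RT 30–90 min; 10-cycle baseline, 23 nl cpd added, kinetic Ca read 180 s; agonist hits = positive Ca response.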
TRHR enhancer: allosteric enhancers of human TRH receptor; enhancement, % at 2 µM; actives 0.66% (n = 360,000); AID 493056; P34981; TRHR cells, fluo-8 calcium fluorescence, EC20 TRH enhancement; in the data active = enhancement above about 30%; also: 0% is about no effect
Target sequence (P34981 whole entry, looked up): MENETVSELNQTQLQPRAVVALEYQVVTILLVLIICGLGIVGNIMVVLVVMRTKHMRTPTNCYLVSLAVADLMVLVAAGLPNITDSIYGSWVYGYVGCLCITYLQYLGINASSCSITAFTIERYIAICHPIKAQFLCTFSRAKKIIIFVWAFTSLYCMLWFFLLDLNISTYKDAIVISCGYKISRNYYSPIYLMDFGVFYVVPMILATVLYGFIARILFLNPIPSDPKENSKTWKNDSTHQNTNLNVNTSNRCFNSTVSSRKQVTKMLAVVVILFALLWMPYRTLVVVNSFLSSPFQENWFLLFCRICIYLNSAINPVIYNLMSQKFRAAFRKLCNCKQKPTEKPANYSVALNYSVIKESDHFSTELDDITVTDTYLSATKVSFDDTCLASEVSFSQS
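TRHR-expressing cells loaded with fluo-8 calcium dye were read kinetically (ex 480/em 530) during compound addition, then stimulated with an EC20 of TRH (10 nM final). Enhancement of the Gq-mediated intracellular calcium response was scored.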
RXFP1 antagonist: blocks the human relaxin receptor RXFP1 | Q9HBX9 | HEK293-RXFP1, relaxin-stimulated cAMP HTRF, 30 min; active compounds read low | activity change, negative = inhibition, % at 57.5 µM | actives 0.59% (n = 350,000);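 active = activity change of -60% or lower, but not beyond a set lower limit; inconclusive = change between -60% and -40%, or beyond the set limit; inactive = change above -40%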; also: % is scaled to controls: 0 for no effect and ±100 for the full control effect
D1 antag: blocks dopamine activation of the human D1 receptor. HEK293 TREx D1 cells, calcium flux, dopamine EC80; active compounds read low. activity change, negative = inhibition, % at 10 µM. actives 3.2% (n = 360,000). AID 504652; in the data active = activity change below about -30%; also: % is scaled to controls: 0 for no effect and ±100 for the full control effect
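Allosteric or orthosteric antagonism assessed as attenuation of the calcium response to EC80 dopamine, added 180 s after compound, in induced HEK293 Trex D1 cells loaded with no-wash calcium dye.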
D2 PAM: positively modulates the human D2 dopamine receptor allosterically. HEK293 T-REx D2, calcium flux, EC20 dopamine potentiation. potentiation, % at 10 µM. actives 0.34% (n = 340,000);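 active = potentiation over 3 SD above the plate norm, cut at about 30% in these data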; also: 0% is about no effect
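Cells plated with tetracycline inducer and held overnight at 30 C; calcium dye loaded 30–90 min at room temperature; baseline taken, compound added and read 180 s; EC20 dopamine then added and read 180 s.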
TRHR ag: agonists of human TRH receptor; activation, % at 2 µM; AID 493084; TRHR cells, calcium flux fluo-8, FDSS agonist mode; actives 0.18% (n = 360,000); also: 0% is about no effect
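Read-out: compound-evoked intracellular calcium rise in TRHR cells, fluo-8 dye, kinetic FDSS fluorescence at 1 s/cycle following a 10-cycle baseline. Cells cultured overnight before dye loading (30 min–1.5 h, RT).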
Starred values were filed as active, the others as inactive; u = inconclusive; x = not tested or not shown; & = joins results of further samples. Rule as the data show it, unless noted: active = activation above about 30%; inactive = the rest. Outcome played no part in choosing rows; overall some 7.3% were active at least once.

compound	TRHR enhancer	D1 potentiator	D2 PAM	D1 antag	D2 agonist	TRHR ag	D1 ag	RXFP1 antagonist	D2 antagonist
CN(Cc1ccon1)Cc1cn[nH]c1-c1ccc(-c2ccccc2)cc1	5	-4	8	12	-1.5	-0.7	1	-10	-28
C/C(N)=C(/C#N)C(=O)CN1C(=O)NC(Cc2c[nH]c3ccccc23)C1=O (stereo unspecified)	14	0	1	-6	0.4	0.3	2	7	-7
CC(OC(=O)/C=C/c1ccc2ccccc2n1)C(=O)Nc1ccc(S(N)(=O)=O)cc1 (stereo unspecified)	8	-4	-1	0	1.4	0.3	2	-16	7
Cc1cc(NC(=O)C2CC2)ncc1NC(=O)C12CC3CC(CC(C3)C1)C2	-2	4	5	0	-0.3	0.7	1	-3	-9
COc1ccc(-n2cc(C(=O)Nc3ccccc3C#N)c3ccccc3c2=O)cc1	2	-4	7	9	0.3	0.0	0	0	x
O=C(NC1CCCCC1)C(c1ccccn1)N(C(=O)Cc1cccs1)c1ccc(Cl)cc1 (stereo unspecified)	7	0	2	2	-0.5	-0.1	11	4	-12
CCOC(=O)/C(C(C)=O)=C1/OC(=O)c2ccccc21	3	2	-9	-1	1.6	1.1	2	-9	-4
O=C(OCCN1C(=O)c2ccccc2C1=O)c1cccs1	8	2	-2	-3	-0.7	-0.1	4	0	9
Nc1nncn1C(=O)CCCOc1ccccc1	3	4	0	7	-0.8	-0.4	1	0	-4
Nc1nnc(-c2ccccc2Cl)s1	-9	-3	-16	5	0.0	-0.1	0	-6	8
COc1ccc(N=Cc2c[nH][nH]c2=O)cc1	1	-3	-1	-33*	-0.1	-0.1	1	-1	3
O=C(c1ccc(F)cc1)c1ccc(N2CCCCC2)cc1	-2	-8	7	-3	-0.1	-0.3	1	-5	4
CN(C(=O)COC(=O)CNC(=O)c1cccs1)c1c(N)n(Cc2ccccc2)c(=O)[nH]c1=O	-12	-3	-20	13	0.3	0.1	1	-6	-12
COc1ccc(OC)c2[nH]c(=O)c(CCNC(=O)c3ccc(Br)o3)cc12	2	1	5	3	-0.4	-1.3	1	-16	-12
COC(=O)c1ccc(C(=O)OC)c(NC(=O)CCS(=O)(=O)Cc2ccccc2)c1	-1	0	-4	-3	-1.0	-1.7	3	5	0

Looked up above.
D2 agonist result of C/C(N)=C(/C#N)C(=O)CN1C(=O)NC(Cc2c[nH]c3ccccc23)C1=O (stereo unspecified) reads 0.4
D2 agonist result of Cc1cc(NC(=O)C2CC2)ncc1NC(=O)C12CC3CC(CC(C3)C1)C2 reads -0.3
D2 antagonist result of CC(OC(=O)/C=C/c1ccc2ccccc2n1)C(=O)Nc1ccc(S(N)(=O)=O)cc1 (stereo unspecified) reads 7

(more compounds)
compound	TRHR enhancer	D1 potentiator	D2 PAM	D1 antag	D2 agonist	TRHR ag	D1 ag	RXFP1 antagonist	D2 antagonist
CC(=O)c1ccc(OCC(C)C)c(Cc2c(O)nc(N)[nH]c2=O)c1	12	0	-20	-24	-1.3	-1.1	3	-4	0
COc1ccc(/C=C2\SC(=S)N(CCC(=O)Nc3ccccc3C(=O)O)C2=O)cc1	-2	5	5	5	-2.5	0.0	-1	-34	5
N#C/C(=C\c1ccc2c(c1)OCCO2)C(=O)NC1CCCCC1	-1	0	9	11	-0.2	-0.6	2	-2	-8
CC(C)Oc1ccc(CNC(=O)c2ccc(CN3CC(=O)N4CCCCC4C3=O)cc2)cc1 (stereo unspecified)	14	5	3	-13	x	-0.3	-2	-9	x
Cn1c(=O)c2c(nc(N/N=C/c3cccnc3)n2Cc2ccc(F)cc2)n(C)c1=O	9	4	6	2	-0.4	-0.3	0	-23	-29
Cc1ccc2nc(Cl)c3cc(C(=O)N4CCCC(C)C4)sc3c2c1 (stereo unspecified)	2	0	-1	11	-0.7	-0.7	0	-25	x
Cc1ccccc1OCc1nnc(SCc2cc(=O)[nH]c3ccccc23)n1-c1ccccc1	5	3	11	13	1.1	0.4	1	x	4
COc1cccc(N/C(N)=N/c2nc(C(F)(F)F)cc(=O)[nH]2)c1	31*	-4	3	3	1.7	0.9	2	x	-7
CC(=O)NC(C)c1cc(Cl)c2cccnc2c1O (stereo unspecified)	6&6	-3&1	12	9	0.1	-0.2&-0.1	4&-3	x	-2
CCN(CC)C(=O)c1c(C)[nH]c(=S)c(C#N)c1-c1ccco1	2	0	-5	-19	1.5	-0.2	10	6	-3
COc1ccc(NCc2nnc(SCC(=O)Nc3ccccc3OC)o2)cc1	-3	1	-1	9	-0.5	0.3	0	0	22
O=C(Oc1ccccc1C(=S)N1CCOCC1)c1ccccc1	-4	15	x	4	x	0.3	-2	-2	x
O=C(COc1ccccc1)NCC(=O)N/N=C/c1ccc(Br)cc1	0	3	0	6	0.7	1.0	9	-11	6
COc1cccc(C(=O)NC(=S)Nc2ccc(Cl)cc2C(=O)O)c1	-9	-3	-5	-10	-0.4	0.4	1	-14	-12
Cc1noc(C)c1C(=O)NCCCc1ccccc1	4	0	7	-9	0.1	0.1	-1	-1	1
Cc1nc2ccccc2n1CC(=O)NN	0	3	-1	-6	0.1	0.1	2	3	-2
Cc1ccc(NC(=O)NC2CCCCCCC2)cc1	-3	-11	7	-32*	-1.5	0.0	1	-11	-11
N#CC1=C2SCN(C3CCCCC3)CN2C(=O)CC1c1ccc(Cl)cc1 (stereo unspecified)	0	-1	0	-60*	0.5	-0.4	0	-14	x
Cc1ccc2cc(CN(Cc3cccs3)Cc3nnnn3C(C)(C)C)c3nnnn3c2c1	32*	-6	3	-5	-0.7	-0.1	3	x	-8
O=C(CCc1nc(-c2ccccc2)no1)NCCc1ccccc1	-2	-3	x	-18	x	-0.3	4	-22	x
Cc1cc(C(=O)N(C)CC(=O)Nc2cccc(F)c2)no1	7	-7	21	-15	x	-0.1	3	-6	x
CN1CCN(Cc2c(O)ccc3occ(C(=O)c4ccccc4)c23)CC1	28	-11	17	-77*	0.1	0.1	15	-7	-10
COc1cccc(CNc2cccc(C(F)(F)F)c2)c1O	0	0	-5	3	0.4	0.3	2	-11	1
COc1cnc(-c2ccccn2)nc1Sc1ccc(C)cc1	5	-3	4	3	1.2	-0.4	6	-6	-10
COc1ccc(CCNS(=O)(=O)c2ccc(C3CNC(=O)C3)cc2)cc1OC (stereo unspecified)	4	1	x	-3	x	-0.7	-2	-8	x
COc1ccccc1/C=C(/CC(=O)NCc1ccc2c(c1)OCO2)c1nc2ccccc2s1	6	4	12	-5	-1.1	-0.5	2	u	-8
O=C(COc1ccccc1)NCC(=O)N/N=C/c1cc(Br)ccc1OCc1ccccc1	-2	3	-6	-10	-0.7	0.2	5	-11	-10
O=C(/C=C/c1cccc([N+](=O)[O-])c1)NCCSCc1ccc(Cl)cc1	-9	-7	-15	-10	15	1.2	10	11	0
O=C(CN1C(=O)c2ccccc2S1(=O)=O)NCc1ccc(F)cc1	16	-2	17	0	-0.3	-1.2	0	-7	12
CC(OC(=O)c1cc(Cl)ccc1[N+](=O)[O-])C(=O)NC(C)c1ccc(F)cc1 (stereo unspecified)	-7	-3	-7	-11	-0.7	-0.6	6	20	9
Cn1c(CNC(=O)c2ccco2)nnc1SCC(=O)Nc1ccc(Cl)cc1	1	4	-3	-10	-0.8	0.3	5	16	-4
CC(C)CNC(=S)N1CCN(C)CC1	8	-3	-16	-20	0.8	0.2	2	-7	3
O=C(NCc1ccccc1Cl)c1cc(=O)[nH]c2ccc(S(=O)(=O)N3CCCCC3)cc12	19	0	x	11	0.3	0.9	1	x	x
O=C(Cn1cncn1)N/N=C/c1ccccc1O	-4	-5	-7	13	0.7	0.8	7	-7	1
CCCN(Cc1cc2ccc(C)cc2[nH]c1=O)C(=O)c1ccccn1	-5	3	10	-4	-0.4	-0.2	2	-2	-16
C=C[C@@H]1c2ccccc2N(S(=O)(=O)c2ccc(C)cc2)[C@H](c2ccc(OC(C)=O)cc2)C1(C#N)C#N	3	-2	x	-8	x	0.1	4	x	x
COc1ccc(NC(=S)N2CCN(C(c3ccccc3)c3ccccc3)CC2)cc1OC	2	24	0	3	-1.3	-0.7	4	-19	13
CC(C)(C)NC(=O)CSc1nc2ccccc2c(=O)[nH]1	5	-5	0	1	-1.0	0.4	2	-8	3
NC(=O)c1ccccc1NC(=O)CC12CC3CC(CC(Br)(C3)C1)C2	-4	13	36*	8	5.4	0.1	2	-5	-5
COc1ccc(CC(=O)Nc2cccc(-c3ccc4nnc(C)n4n3)c2)cc1	-1	1	0	5	-0.2	-0.6	3	12	-8
COc1ccc(C2c3[nH]c4ccccc4c3C[C@H]3C(=O)N(CCCO)CC(=O)N23)cc1OC (stereo partly specified)	-2	-8	5	0	-0.1	0.3	4	-15	3
C=CCNC(=O)NC(=O)COC(=O)C(C)Oc1ccc(Cl)cc1Cl (stereo unspecified)	-4	-4	x	-4	0.0	-0.3	0	-4	-2
CC(C)(C)C(=O)C(Cc1ccccc1Cl)n1cncn1 (stereo unspecified)	2	-1	4	-5	-1.2	-0.5	2	-4	24
Cc1cc(SCC2=NNC(=O)C2)c(Cl)cc1Cl	-12	-2	-3	2	0.2	1.9	24	0	8
CCO[C@@H]1OC(C(=O)N2CCN(C)CC2)=C[C@H](c2coc3ccccc3c2=O)[C@H]1CCCO	12	-4	-1	9	-0.3	0.7	-3	x	-6
COc1ccc2c(C)c(C(=O)N3CC[C@@H](N4CCC(O)CC4)[C@H](O)C3)oc2c1	0	-3	5	-1	-0.1	1.1	1	-6	0
CCN1CCN(Cc2c(O)ccc3oc(C)c(C(=O)Nc4cccc(Cl)c4C)c23)CC1	-9	0	-9	-6	x	1.9	23	-7	x
CC1(C)C(N(O)C(=O)Nc2ccc(Cl)cc2)N(c2ccc(Cl)cc2)C(=O)N1CC(=O)NN (stereo unspecified)	4	1	8	2	0.6	-0.8	1	-29	3

Part of the list above, with two lines to a compound:
Sequence of screens: TRHR enhancer, D1 potentiator, D2 PAM, D1 antag, D2 agonist, TRHR ag, D1 ag, RXFP1 antagonist, D2 antagonist
> CC(C)(C)NC(=O)CSc1nc2ccccc2c(=O)[nH]1
  5, -5, 0, 1, -1.0, 0.4, 2, -8, 3
> NC(=O)c1ccccc1NC(=O)CC12CC3CC(CC(Br)(C3)C1)C2
  -4, 13, 36*, 8, 5.4, 0.1, 2, -5, -5
> COc1ccc(CC(=O)Nc2cccc(-c3ccc4nnc(C)n4n3)c2)cc1
  -1, 1, 0, 5, -0.2, -0.6, 3, 12, -8
> COc1ccc(C2c3[nH]c4ccccc4c3C[C@H]3C(=O)N(CCCO)CC(=O)N23)cc1OC (stereo partly specified)
  -2, -8, 5, 0, -0.1, 0.3, 4, -15, 3
> C=CCNC(=O)NC(=O)COC(=O)C(C)Oc1ccc(Cl)cc1Cl (stereo unspecified)
  -4, -4, x, -4, 0.0, -0.3, 0, -4, -2
> CC(C)(C)C(=O)C(Cc1ccccc1Cl)n1cncn1 (stereo unspecified)
  2, -1, 4, -5, -1.2, -0.5, 2, -4, 24
